Assay outcomes as filed in PubChem BioAssay.
S-ASM inh: inhibitors of human secretory acid sphingomyelinase; Potency, µM (doses to about 57.5 µM), for inactives: at the highest dose activity change, negative = inhibition, hits mostly inhibitors; P17405; 0.006% of 340,000 active; placental ASM, HMU-PC fluorogenic substrate, 60 min; note: potency is the fitted concentration of half-maximal effect
Target sequence (P17405 47-631 limits assumed): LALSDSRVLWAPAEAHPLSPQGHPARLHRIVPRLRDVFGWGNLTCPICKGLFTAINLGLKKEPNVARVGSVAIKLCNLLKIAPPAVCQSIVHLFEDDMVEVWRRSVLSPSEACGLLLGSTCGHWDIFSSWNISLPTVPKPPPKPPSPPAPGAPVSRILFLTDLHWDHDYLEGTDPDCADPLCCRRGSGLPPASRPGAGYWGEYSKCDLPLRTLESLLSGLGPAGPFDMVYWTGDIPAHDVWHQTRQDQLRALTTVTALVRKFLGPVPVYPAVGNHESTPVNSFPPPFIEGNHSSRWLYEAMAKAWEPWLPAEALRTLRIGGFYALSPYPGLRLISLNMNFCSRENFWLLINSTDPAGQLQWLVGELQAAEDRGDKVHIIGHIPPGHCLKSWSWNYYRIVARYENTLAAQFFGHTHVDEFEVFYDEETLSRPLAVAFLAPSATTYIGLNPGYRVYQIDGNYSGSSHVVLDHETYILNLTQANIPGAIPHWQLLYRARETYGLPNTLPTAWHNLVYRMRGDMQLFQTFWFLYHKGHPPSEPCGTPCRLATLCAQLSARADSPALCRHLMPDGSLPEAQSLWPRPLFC
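Fluorescence read-out (Ex 386 nm, Em 447 nm) after stopping the reaction at pH 10. Enzyme: ASM from human placenta; substrate HMU-PC0, 9 uM final; 60 min, 37 °C. Compound preincubation 10 min, ambient temperature.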
A-T KAP1 phos: potential ataxia-telangiectasia treatments restoring KAP-1 phosphorylation. 0.19% of 320,000 active. […] A-T fibroblasts, KAP-1 phosphorylation AlphaLISA; neocarzinostatin DNA damage 30 min before lysis. Potency, µM (highest dose often 57.5 µM), for the others: at the top dose activation, usual class: activators; note: potency is the fitted concentration of half-maximal effect; % of control where 0% means no effect; nearly all actives have a fitted effect of over 45% in size
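hTERT-immortalized A-T patient fibroblasts ([…]), 500 cells/well in OPTI-MEM, 1% FBS, got compounds for 60 min, then NCS for 30 min at 37C. Lysates were then assayed for phospho-KAP-1 by AlphaLISA (anti-pKAP1 donor, anti-KAP1 acceptor beads), 6 hr at 25C.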
Integrin act MD: activators of alpha7 integrin expression for muscular dystrophy; alpha7betagal myoblasts, beta-gal FDG fluorescence, 48 h; Potency, µM (titrated, usually from 38.3 µM), inactives show top-dose activation, usual class: activators; 0.064% of 350,000 active; AID 624291;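 note: potency is the fitted concentration of half-maximal effect; 100% = response of the positive control SU9516; nearly all actives have a fitted effect of over 60% in size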
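Alpha7betagal+/- myoblasts (passage 13) were plated 16-24 hr, then exposed to compounds (1:260 dilution of DMSO stock) for 48 hours at 37C. After MPER lysis, β-galactosidase reporter activity was read as FDG fluorescence (ex 480/em 540) after 30 minutes.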
KCNH2 3.1 inh: inhibitors of human KCNH2 3.1 potassium channel isoform | U2OS KCNH2 3.1, thallium flux FluxOr; hits give low values | activity change, % (tested at about 1.8 µM) | 0.95% of 340,000 active | AID 720553;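 active = maximum activity change below -70%; inconclusive = maximum activity change from -70% to -50%; inactive = maximum activity change above -50%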;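 note: thallium influx rate constant from kinetic fluorescence after stimulation buffer; % is set by controls: 0 for no effect and ±100 for the full control effect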
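Thallium flux read-out: FluxOr dye with Red40 quencher in HBSS/HEPES, 45 min at RT. Rate constants from kinetic reads were normalized to positive and negative DMSO controls. Cells: U2OS virally expressing the 3.1 isoform.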
TRPV1 agonist: human TRPV1 agonism | TRPV1-expressing cells, Fluo-8 calcium influx, agonist mode | activation, % at 8.33 µM | 0.19% of 320,000 active | AID 540275; in the data active = activation above about 80%; inconclusive = between about 30% and that limit; note: 0% is about no effect
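TRPV1-expressing cells were cultured overnight at 35.5C and loaded with Fluo-8 calcium dye for 40 to 90 min at room temperature. After a 10 s baseline, compound was added and calcium influx was read kinetically for 3 min (ex 480/em 520 nm).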
MBNL1 CUG block: MBNL1-poly(CUG) RNA binding inhibition; TR-FRET MBNL1-His/biotin-(CUG)12 binding, 665/545 ratio; Potency, µM (titrated, usually from 57.5 µM), for inactives: top-dose activity change, negative = inhibition, hits mostly inhibitors; 0.036% of 280,000 active; active = well fitted inhibition curve with a large enough effect in the signal ratio, with a control signal flat, not every such curve was filed as active; inconclusive = small, poorly fitted or top-dose-only effect, or effect the other way, or a change in a side signal; inactive = no such curve, though single readings can be large or run the other way; the % refers to the signal ratio; note: potency is the fitted concentration of half-maximal effect; % is set by controls: 0 for no effect and ±100 for the full control effect
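TR-FRET between His-tagged MBNL1 and biotin-(CUG)12 RNA, detected with Tb anti-His antibody (0.055 ng/ul) and streptavidin-XL665 (5 nM), 60 min at room temperature. Compounds titrated 92 nM to 58 uM; 665/545 nm ratio normalized to buffer and complex controls.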
GALK inhibitor: galactokinase (human) inhibition; Purified GALK, Kinase-Glo residual ATP luminescence; Potency, µM (highest dose often 57.5 µM), for the others: at the top dose activity change, negative = inhibition, most hits filed as inhibitors; 0.007% of 270,000 active; AID 1868; note: potency is the fitted concentration of half-maximal effect; % is set by controls: 0 for no effect and ±100 for the full control effect
Target sequence (P51570 whole entry, looked up): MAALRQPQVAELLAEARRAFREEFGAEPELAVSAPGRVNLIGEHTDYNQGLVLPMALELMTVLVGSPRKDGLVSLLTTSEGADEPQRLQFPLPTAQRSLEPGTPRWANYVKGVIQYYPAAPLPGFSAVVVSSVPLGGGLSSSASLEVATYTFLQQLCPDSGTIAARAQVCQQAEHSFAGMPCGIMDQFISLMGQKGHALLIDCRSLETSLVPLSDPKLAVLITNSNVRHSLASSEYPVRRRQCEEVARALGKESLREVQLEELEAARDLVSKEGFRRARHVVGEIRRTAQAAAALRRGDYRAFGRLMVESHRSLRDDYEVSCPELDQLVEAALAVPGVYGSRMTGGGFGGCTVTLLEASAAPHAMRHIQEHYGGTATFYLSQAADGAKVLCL
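Luminescence from leftover ATP (Ultra-Glo luciferase/luciferin) served as read-out after a 1 h room-temperature reaction of 5 nM GALK with 35 uM ATP and 100 uM galactose.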
Coupling enz: counter-screen for Giardia aldolase inhibitors: coupling enzyme system; coupling enzyme system counterscreen, AmpLite Red fluorescence; activity change, negative = inhibition, % at 58.2 µM, hits read low; 0.67% of 290,000 active; AID 2472; in the data active = activity change below about -30%; note: % is set by controls: 0 for no effect and ±100 for the full control effect
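Activity here indicates interference with the coupling reaction, not aldolase inhibition. Compounds at 57.5 uM final met coupling enzymes for 10 min at RT; substrate and AmpLite Red detection followed, with a 525/598 nm fluorescence read after 20 min.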
hERG WT inh: blocks the wildtype human KCNH2 potassium channel; U2OS, BacMam KCNH2, thallium flux FluxOr; hits give low values; activity change, % at 1.84 µM; 0.37% of 340,000 active;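 active = maximum activity change below -70%; inconclusive = maximum activity change between -70% and -50%; inactive = maximum activity change above -50%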; note: % is set by controls: 0 for no effect and ±100 for the full control effect
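U2OS cells were transduced with wild-type KCNH2 virus (2.03 x 10^8 / mL) for 4 h at room temperature, then cultured overnight at 37 C. Thallium flux was read with FluxOr dye. Rate constants were normalized to DMSO controls.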
CXXC DNA block: inhibitors of human MLL CXXC domain-DNA interaction | Q03164 | MLL-CXXC / FITC-HOXA9 DNA fluorescence polarization | Potency, µM (doses to about 115 µM), inactives show at the top dose activity change, negative = inhibition, usual class: inhibitors | 0.037% of 290,000 active; active = well fitted inhibition curve with a large enough effect in the polarisation, with a control signal flat, not every such curve was filed as active; inconclusive = small, poorly fitted or top-dose-only effect, or effect the other way, or a change in a side signal; inactive = no such curve, though single readings can be large or run the other way; the % refers to the polarisation; note: potency is the fitted concentration of half-maximal effect
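Purified MLL-CXXC (added from a 7 uM solution) was preincubated 5 min at ambient with pinned compounds in 50 mM Tris-HCl pH 7.5, 50 mM NaCl, 1 mM DTT, 0.05% BSA. Fluorescein-labeled HOX-A9 DNA (50 nM solution) followed, 30 min, then polarization read.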
Active calls of the source: *; ? = inconclusive; · = not tested or not shown; [ ] = dose if it differs, or a comment. Unless noted, calls come from the whole dose curve; as a rule, active = well fitted curve in the direction sought with a large enough effect; inconclusive = small, poorly fitted or top-dose-only effect, or another doubt; inactive = no such curve, though single readings can be large; an effect the other way counts as inactive or inconclusive.

molecule	S-ASM inh	A-T KAP1 phos	Integrin act MD	KCNH2 3.1 inh	TRPV1 agonist	MBNL1 CUG block	GALK inhibitor	Coupling enz	hERG WT inh	CXXC DNA block
O=C(COc1ccc(S(=O)(=O)NCc2ccccc2)cc1Cl)NCc1ccccn1	-1%	4%	-132%[inhibitor]	-2	1	-6%	0%	0	-6	-1%
O=[N+]([O-])c1cccc(-c2c(-c3ccccc3)ncc3ccc(F)cc23)c1	-10%	8%	20%	7	4	·	·	·	2	·
CN(C)Cc1nc2c(c(=O)[nH]1)C1(CCCCC1)Cc1ccccc1-2	-1%	-1%	-3%	-19	26	-3%	-1%	1	-2	-1%
COc1nccnc1NS(=O)(=O)c1ccc(N=Cc2c(C)[nH]n(-c3ccc(Cl)cc3)c2=O)cc1	·	-4%	·	·	-1	·	0%	2	·	4%
Cc1cn2c(nc1=O)OC1C(O)C(COC(=O)c3ccccc3)OC12 (stereo not given)	-1%	11%	-39%	8	2	2%	-3%	-1	0	-8%
S=C(Sc1ccc(Cl)cc1)Sc1ccc(Cl)cc1	·	-1%	·	·	-5	-13%	-8%	0	·	-8%
COc1ccc(C(C)NC(=O)c2cccc([N+](=O)[O-])c2)cc1OC (stereo not given)	1%	0%	14%	-10	0	?	-2%	-3	-4	18%
CC(=O)N1CCC2(CC1)C/C(=N\NC(=S)Nc1ccccc1C)c1cc(O)ccc1O2	50%	-1%	-13%	-16	-1	8%	3%	-5	6	5%
O=C(COC(=O)/C=C/c1ccc(OC(F)F)cc1)NCc1cccs1	1%	-6%	4%	-2	28	-5%	0%	3	24	-3%
Brc1ccc(-c2csc(-c3c[nH]c4ccccc34)n2)cc1	-20%	-4%	5%	4	0	-1%	-2%	0	3	-3%
COc1ccc(/C=C(\NC(=O)c2ccc(C)cc2)C(=O)Nc2c(C)n(C)n(-c3ccccc3)c2=O)cc1	5%	-13%	-6%	0	-1	4%	9%	1	4	17%
CCC(C)C(NC(N)=O)C(=O)Nc1ccc(C(=O)OC)cc1 (stereo not given)	0%	9%	-28%	1	-8	-1%	12%	-1	-4	1%

molecule	S-ASM inh	A-T KAP1 phos	Integrin act MD	KCNH2 3.1 inh	TRPV1 agonist	MBNL1 CUG block	GALK inhibitor	Coupling enz	hERG WT inh	CXXC DNA block
COC(=O)C1C(O)=C(C=NCc2ccccc2)C(=O)CC1(C)C (stereo not given)	-1%	-6%	-24%	0	9	3%	-1%	·	-6	-4%
CN1Cc2sc(N)c(C#N)c2CC1(C)C	251%[activator]	-1%	-5%	6	1	?	-1%	-10	20	-5%
COC(=O)CSc1nnc(-c2ccccc2OC)n1-c1ccc(C)cc1	3%	-1%	-6%	4	2	-9%	-2%	1	-5	5%
O=C(O)c1cc(Cl)c2c(c1)OCO2	3%	11%	?	1	-8	1%	-1%	3	1	-15%
COc1ccc(NC(=O)CCNS(=O)(=O)c2cc(Br)ccc2Br)cc1S(N)(=O)=O	2%	11%	-23%	-7	-3	-3%	5%	0	-10	0%
CN(Cc1ccccc1)c1ccc2nnc(-c3ccccc3)n2n1	-8%	4%	-3%	5	-5	35%	·	3	-9	9%
CCOC(=O)[C@@H]1[C@H]2COc3ccc(Br)cc3[C@@H]2N2C(=O)N(c3ccc(C)cc3)C(=O)[C@]12C	-2%	4%	1%	-8	?	8%	·	2	-2	9%
COc1ccc(-c2nc(CN(C)C(C)c3ccon3)c(C)o2)c(C)c1C (stereo not given)	0%	-1%	-19%	-10	6	-3%	0%	-2	3	-1%
CCOc1ccc(CNC(=O)CCCn2ccc3cc(S(=O)(=O)N4CCCC4)ccc32)cc1	-4%	16%	-10%	8	7	2%	-6%	·	1	13%
Clc1ccccc1CSc1cnnc2ccccc12	-12%	·	-46%[inhibitor]	3	·	·	·	·	11	·
S=C(NCC1CCCO1)n1nnc2ccccc21 (stereo not given)	2%	16%	13%[7.66 µM]	5	-3	-11%	1%	0	4	-3%
CCCn1c(SCC(=O)NCc2ccccc2)nnc1-c1ccncc1	-1%	·	39%	21	4	11%	3%	-1	3	0%

Compounds above that contain fluorine, in the order listed:
molecule	S-ASM inh	A-T KAP1 phos	Integrin act MD	KCNH2 3.1 inh	TRPV1 agonist	MBNL1 CUG block	GALK inhibitor	Coupling enz	hERG WT inh	CXXC DNA block
O=[N+]([O-])c1cccc(-c2c(-c3ccccc3)ncc3ccc(F)cc23)c1	-10%	8%	20%	7	4	·	·	·	2	·
O=C(COC(=O)/C=C/c1ccc(OC(F)F)cc1)NCc1cccs1	1%	-6%	4%	-2	28	-5%	0%	3	24	-3%

(further entries)
molecule	S-ASM inh	A-T KAP1 phos	Integrin act MD	KCNH2 3.1 inh	TRPV1 agonist	MBNL1 CUG block	GALK inhibitor	Coupling enz	hERG WT inh	CXXC DNA block
O=c1cc(-c2ccc(O)cc2)oc2ccccc12	-1%	1%	-23%	-3	12	10%	-2%	0	-4	-9%
Cn1c(SCc2cccc([N+](=O)[O-])c2)nc2c(c1=O)SCC2	-3%	-1%	-17%	6	-2	?	6%	7	-3	-1%
C=CCN1C(=O)/C(=c2\sc3nc(=O)c(Cc4ccccc4Cl)nn3c2=O)c2ccccc21	-5%	5%	7%	7	3	?	·	1	-1	-19%
CC(C)CCNC(=O)C1CC2Cn3c(nc4cc(Cl)c(Cl)cc43)C2N1C (stereo not given)	5%	·	-14%	-36	·	·	·	·	8	·
Cn1c(CNC(=O)CNS(=O)(=O)c2ccc(Cl)cc2)cc(=O)n(C)c1=O	2%	4%	4%	-13	1	-3%	0%	2	6	-2%
Cc1[nH]c2ccccc2c1C(=O)CSCC(=O)O	3%	2%	-23%	-23	-3	-9%	2%	2	-8	31%[activator]
CCOC(=O)COc1ccc(S(=O)(=O)N2CCN(C(=O)OCC)CC2)cc1	4%	13%	8%	3	0	3%	-1%	0	1	15%
CC(C)CC(=O)N(c1ccc(F)cc1)C1C=CS(=O)(=O)C1 (stereo not given)	3%	-7%	12%	-6	0	3%	0%	0	-23	-5%
Fc1ccc(-c2csc3ncnc(Cl)c23)cc1	3%	-1%	-50%[inhibitor]	-9	-3	-12%	-1%	1	2	12%
O=C(CCS(=O)(=O)c1ccccc1)N1CCN(c2ccc(F)cc2)CC1	8%	3%	-20%	-10	15	-4%	-1%	·	14	-5%
COc1c(F)c(F)c(C(=O)Nc2cccc(Cl)c2N2CCOCC2)c(F)c1F	-1%	·	27%	-8	6	-5%	1%	-1	-9	14%
Cc1ccc(OCC(=O)Nc2nnc(S(=O)(=O)N3CCC(C)CC3)s2)cc1	1%	10%	14%	1	-3	-6%	-2%	5	5	-4%

Random excerpt: three records from the list, in no set order.
molecule	S-ASM inh	A-T KAP1 phos	Integrin act MD	KCNH2 3.1 inh	TRPV1 agonist	MBNL1 CUG block	GALK inhibitor	Coupling enz	hERG WT inh	CXXC DNA block
Cc1[nH]c2ccccc2c1C(=O)CSCC(=O)O	3%	2%	-23%	-23	-3	-9%	2%	2	-8	31%[activator]
Cc1ccc(OCC(=O)Nc2nnc(S(=O)(=O)N3CCC(C)CC3)s2)cc1	1%	10%	14%	1	-3	-6%	-2%	5	5	-4%
CCOC(=O)COc1ccc(S(=O)(=O)N2CCN(C(=O)OCC)CC2)cc1	4%	13%	8%	3	0	3%	-1%	0	1	15%

New compounds follow
molecule	S-ASM inh	A-T KAP1 phos	Integrin act MD	KCNH2 3.1 inh	TRPV1 agonist	MBNL1 CUG block	GALK inhibitor	Coupling enz	hERG WT inh	CXXC DNA block
O=C(Cn1[nH]c(=O)c2ccccc2c1=O)NCC1COc2ccccc2O1 (stereo not given)	0%	0%	27%	-4	-4	·	·	·	7	·
CCN(CC)CCN(Cc1cc2cc(C)cc(C)c2[nH]c1=O)C(=S)NCc1ccco1	-1%	·	-16%	-3	4	3%	·	3	1	5%
CCCC(=O)N(c1ccc2oc(=O)sc2c1)S(=O)(=O)c1cccs1	0%	-5%	-15%[1.53 µM]	·	1	17%	-4%	1	-11	122%[activator]
Cc1nnc2n(C3CCCCC3)c(=O)c3c4c(sc3n12)CCC4	·	-1%	·	·	-2	-4%	-2%	-1	·	-7%
